# Bioassay records as filed in PubChem.
# VIM-2 inh = VIM-2 metallo-beta-lactamase inhibitors, primary screen, biochemical, epi-absorbance readout, Pseudomonas aeruginosa enzyme. purified VIM-2, nitrocefin hydrolysis, epi-absorbance fluorescence. inhibition, % at 5.6 µM. 290,000 tested, 0.89% active;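 active means inhibition above the mean of all tested compounds plus 3 SD, cutoff set per screening run, cut at about 7.5% in these data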;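 further: red hydrolysis product quenches plate fluorescence so inhibitors raise well fluorescence; 0% = enzyme with DMSO and 100% = DMSO without enzyme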
# SUMO HTRF inh = inhibitors of in vitro SUMOylation cascade, primary screen, biochemical, HTRF, uHTS; SUMO-conjugating enzyme UBC9 (Homo sapiens), P63279; HTRF SUMOylation assay, SAE1/SAE2 + UBC9; inhibition, % at 35 µM; 290,000 tested, 0.36% active; AID 2006, 2009; in the data active means inhibition above about 50%, passing the limit was not always enough; inconclusive means no clear call, values can overlap the other calls; further: strong numbers were not always called active
# IMP-1 inh = IMP-1 metallo-beta-lactamase inhibitors, primary screen, biochemical, epi-absorbance readout, Pseudomonas aeruginosa enzyme; metallo-beta-lactamase IMP-1 (Pseudomonas aeruginosa); purified IMP-1, nitrocefin hydrolysis, epi-absorbance fluorescence; AID 1556, 2009; 290,000 tested, 0.45% active; inhibition, % at 5.6 µM;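 active means inhibition above the mean plus 3 SD of all compounds in the same screening run, cut at about 4.5% in these data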;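 further: 0% = IMP-1 with DMSO and 100% = DMSO wells lacking enzyme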
#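 Material – recombinant IMP-1 enzyme, purified · Amount – IMP-1 0.2 nM before substrate addition · Medium – HEPES buffer pH 7.1 with ZnSO4 and Brij 35 · Timing – 25 °C, 15 min preincubation, 25 min reaction · Measured by – plate fluorescence quenching by hydrolysis product, ex 480/em 530 nm · Read-out – percent enzyme inhibition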
# IDE cell activ = human IDE activators in live cells, primary screen, fluorescence polarization, HEK cells, FAbeta-B substrate; Insulin-degrading enzyme (Homo sapiens), P14735; FAbeta-B cleavage; 0% vehicle, 100% cell-free pure enzyme wells; activation, % at 5.96 µM; 340,000 tested, 0.073% active; AID 493087, 2011;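 active means activation above the mean of all tested compounds plus 3 SD, set per screening campaign, cut at about 17% in these data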
# IDE inh = human IDE inhibitors in live cells, primary screen, fluorescence polarization, HEK cells, FAbetaB substrate. Insulin-degrading enzyme (Homo sapiens), P14735. FAbetaB cleavage. inhibition, % at 5.59 µM. 320,000 tested, 0.41% active. AID 434962, 2010;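 active means percent inhibition above the average of all tested compounds plus 3 SD, set per screening campaign, cut at about 16% in these data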;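 further: IDE supplied by intact live HEK cells; FP after avidin binding of uncleaved biotin substrate so inhibition keeps polarization high; 0% = DMSO wells and 100% = 60 µM reference IDE inhibitor Ii1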
# NS3 helicase inh = inhibitors of HCV NS3 helicase, primary screen, biochemical, Cy5 molecular beacon fluorescence; NS3 helicase DNA unwinding; Hepatitis C virus NS3 helicase; inhibition, % at 10.9 µM; AID 1800, 2009; 290,000 tested, 0.56% active;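 active means inhibition above the mean of all tested compounds plus 3 SD, set per campaign, cut at about 35% in these data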;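 further: 0% = DMSO wells and 100% = thioflavine S control wells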
#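 test system = hepatitis C virus NS3 helicase domain fragment enzyme | reagent = annealed dual-labelled DNA beacon duplex, ATP-started | times = 1 h at 25 °C | detection = Cy5 fluorescence, 0 and 60 min reads | read-out basis = percent inhibition from t60/t0 fluorescence ratio | control set = DMSO and thioflavine S | replication = one well per compound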
# CRFBP-R2 block = antagonists of CRF-BP/CRF-R2 complex, primary screen, cell-based, HEK293, calcium dye fluorescence, uHTS; CRF-induced calcium fluorescence; inhibition, % at 11.8 µM; 350,000 tested, 0.59% active; AID 588475, 2011;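 active means inhibition of the ligand-induced calcium signal above about 50% at the single tested concentration, limit read from the data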
# pCIP destab = p/CIP-EGFP fusion destabilizers, primary screen, fluorescence, F442A cells; decrease of EGFP signal, % at 10 µM; 16 h; 290,000 tested, 0.01% active;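 active means EGFP signal decrease of at least 30% at 10 µM or well 3 SD below plate mean, unless failing retest; inactive means the rest, including hits failing retest or dose response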; further: some compounds called inactive have numbers as strong as hits; many of its hits are not listed in these tables
# Target sequence (Q05BA5 1-1403): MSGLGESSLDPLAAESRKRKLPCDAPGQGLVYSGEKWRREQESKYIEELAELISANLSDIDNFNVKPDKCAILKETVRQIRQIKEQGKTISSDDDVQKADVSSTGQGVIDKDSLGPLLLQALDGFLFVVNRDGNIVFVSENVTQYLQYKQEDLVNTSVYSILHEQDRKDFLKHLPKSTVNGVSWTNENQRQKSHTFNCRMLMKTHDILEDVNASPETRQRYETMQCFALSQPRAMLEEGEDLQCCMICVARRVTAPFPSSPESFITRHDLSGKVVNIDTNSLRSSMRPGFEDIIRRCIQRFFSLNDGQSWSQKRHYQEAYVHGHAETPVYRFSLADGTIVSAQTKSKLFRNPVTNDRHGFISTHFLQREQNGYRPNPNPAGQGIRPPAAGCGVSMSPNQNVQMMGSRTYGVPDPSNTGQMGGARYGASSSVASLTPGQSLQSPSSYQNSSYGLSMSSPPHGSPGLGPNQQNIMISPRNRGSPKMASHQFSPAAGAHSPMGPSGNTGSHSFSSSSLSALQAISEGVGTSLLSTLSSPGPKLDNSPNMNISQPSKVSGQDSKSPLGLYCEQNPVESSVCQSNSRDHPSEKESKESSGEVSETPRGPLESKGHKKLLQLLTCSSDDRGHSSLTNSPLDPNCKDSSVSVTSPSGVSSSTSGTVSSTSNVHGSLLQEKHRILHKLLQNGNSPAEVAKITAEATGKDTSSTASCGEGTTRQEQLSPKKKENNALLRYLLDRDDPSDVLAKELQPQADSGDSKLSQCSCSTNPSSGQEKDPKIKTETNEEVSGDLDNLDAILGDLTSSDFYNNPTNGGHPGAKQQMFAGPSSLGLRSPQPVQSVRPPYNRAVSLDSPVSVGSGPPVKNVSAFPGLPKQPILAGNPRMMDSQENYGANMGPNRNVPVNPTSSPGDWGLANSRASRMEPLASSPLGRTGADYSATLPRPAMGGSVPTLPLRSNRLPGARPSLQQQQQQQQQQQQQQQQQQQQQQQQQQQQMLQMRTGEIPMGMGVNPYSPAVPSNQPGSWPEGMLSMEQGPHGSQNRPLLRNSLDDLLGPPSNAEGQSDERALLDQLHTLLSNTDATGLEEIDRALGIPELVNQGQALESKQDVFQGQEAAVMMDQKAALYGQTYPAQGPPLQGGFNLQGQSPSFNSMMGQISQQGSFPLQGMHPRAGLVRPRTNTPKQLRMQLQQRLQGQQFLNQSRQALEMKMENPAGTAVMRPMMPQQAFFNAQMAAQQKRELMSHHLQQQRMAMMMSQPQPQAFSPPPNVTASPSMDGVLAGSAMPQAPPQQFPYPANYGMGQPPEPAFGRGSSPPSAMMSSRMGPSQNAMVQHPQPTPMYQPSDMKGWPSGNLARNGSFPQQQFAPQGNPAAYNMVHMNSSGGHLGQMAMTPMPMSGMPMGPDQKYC
# GalR3 antag = GalR3 antagonists in HEK293 cells, primary screen, cell-based, fluorescence readout | 360,000 tested, 0.44% active | HEK293 GalR3-CNG cAMP membrane potential fluorescence; galR3 body fused to GalR1 C-terminus | inhibition, % at 3 µM | AID 651719, 2012;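 active means inhibition above the screen-wide average plus 3 SD, cut at about 13% in these data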;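 further: forskolin and galanin both at EC90 stimulate the cells; cAMP rise reported by CNG channel membrane potential dye signal; 0% = forskolin plus galanin with DMSO and 100% = forskolin alone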
# Starred values were filed as active, the others as inactive; ? = inconclusive; · = no result given. Outcome played no part in choosing rows, and some 3.2% of all compounds hit somewhere here.
SMILES,VIM-2 inh,SUMO HTRF inh,IMP-1 inh,IDE cell activ,IDE inh,NS3 helicase inh,CRFBP-R2 block,pCIP destab,GalR3 antag
COC(=O)N1C(=O)[C@](c2ccccc2)(C2CCCC2)N1C(=O)OC,-1.2,8,-3.2,9,5,0,11,-5,6
COc1cc(C(=O)Nc2nccs2)ccc1OCc1c(C)noc1C,-2.8,3,-2.6,-3,-2,-11,5,7,-4
Cc1ccc(C(=O)/C=C/Nc2ccc(S(=O)(=O)Nc3cc(C)nc(C)n3)cc2)cc1,-1.5,20,-3.2,-2,5,7,-1,-10,-2
O=C(N/N=C/C=C/c1ccccc1)c1ccccc1Br,-4.8,1,-3.1,5,11,1,2,-3,-1
CC(=O)N1CCOc2ccc(S(=O)(=O)NCC3CCC(C(=O)Nc4ncccc4C)CC3)cc21 (centres undefined),-1.0,-5,-0.8,6,4,-6,3,4,-6
CC(C)Oc1cccc(C(=O)C2CCCN(C(=O)c3noc4c3CCCC4)C2)c1 (centres undefined),0.1,2,-1.7,-1,8,-4,10,-9,-4
CC(NC(=O)NC(=O)c1cccc([N+](=O)[O-])c1)C1CC1 (centres undefined),-1.8,3,-3.6,1,·,16,-15,-18,-4
CN1CCN(c2ccccc2NC(=O)COc2ccccc2)CC1,-0.5,-23,-3.8,0,4,-8,13,2,-5
CN(CC(=O)Nc1ccccc1Cl)C(=O)C1CCN(C(=O)c2ccc(Cl)cc2)CC1,-1.8,11,-3.6,0,2,-8,-20,-2,-2
CN(CCNC(=O)C1CCC(=O)N(Cc2cccc(F)c2)C1)CCc1ccccc1 (centres undefined),-2.1,10,-2.6,-1,·,-2,-16,-20,-5
Cc1cc(Nc2cccc(Cl)c2)c2ccccc2n1,0.4,5,-3.0,-2,6,3,9,-8,-12
CCCn1c(SCC(N)=O)nnc1C(C)C,-1.8,-21,-0.4,-2,6,-2,3,-8,2
Cc1nnc(SCC(=O)N/N=C/c2cn(-c3ccccc3)nc2-c2ccc(F)cc2)n1-c1ccccc1,-2.4,19,-1.3,6,-7,0,49,-22,1
COc1cc(/C=C2/NC(=O)N(Cc3ccccc3F)C2=O)cc(OC)c1OC,-0.7,6,-3.1,3,-2,-18,-4,-7,-6
O=c1[nH]c(O)c(N=Nc2ccc(Cl)c(S(=O)(=O)Nc3ccccc3Cl)c2)c(=O)[nH]1,·,·,·,2,1,·,-3,·,-2
COC(C[C@@H](O)[C@@H](C)[C@@H](O)COCc1ccccc1)OC,·,18,·,-1,·,·,-10,-1,-6
CCC(C(=O)OCC(=O)Nc1cccc(OC)c1)c1ccccc1 (centres undefined),-2.4,-32,-4.2,3,0,-8,9,24,-3
CCc1c(O)nc(SCC(=O)N2CCc3cc(OC)c(OC)cc3[C@@H]2C)[nH]c1=O,-0.1,17,-2.2,4,-3,5,15,0,6
Cc1nc(-c2ccc(F)cc2)c(CC(=O)Nc2ccc(C)c(S(=O)(=O)N3CCOCC3)c2)s1,-1.6,-14,-1.5,-7,-2,5,-12,0,-4
Cc1nc2cc(NC(=O)NCc3ccco3)ccc2o1,-1.9,-2,-2.0,5,0,3,-1,-8,-10
O=C(Cc1ccccc1F)NNC(=O)c1ccncc1,-2.4,0,-2.5,5,-1,9,-11,-17,-3
CCOc1cc(/C=C2/COc3ccccc3C2=O)ccc1OCC(=O)N(C)C,2.6,2,0.1,2,·,3,-4,-7,-6
CCn1nc(C)c(CNC(=O)c2cc(COc3ccccc3SC)on2)c1C,-2.4,5,-3.0,-7,-2,-3,-14,-10,3
CC1(C)C(c2cccs2)=NC(c2ccccc2)N1O (centres undefined),2.7,7,0.6,-2,1,0,-11,-4,-9
CC(=O)OC(C(=O)NCc1ccc(F)cc1)c1ccccn1 (centres undefined),1.5,-10,-1.9,3,-1,5,1,-2,1

# Next compounds
SMILES,VIM-2 inh,SUMO HTRF inh,IMP-1 inh,IDE cell activ,IDE inh,NS3 helicase inh,CRFBP-R2 block,pCIP destab,GalR3 antag
O=C(CCc1ccc(Oc2cc([N+](=O)[O-])cc([N+](=O)[O-])c2)cc1)N1CCCCC1,-1.3,-13,-1.3,-3,6,-9,5,-9,-5
COc1ccc(C(=O)Nc2cccc(-c3nc4ncccc4o3)c2C)cc1,-4.0,5,-4.2,2,-2,-3,6,-2,5
O=C(CC(NC(=O)c1ccccc1Cl)c1ccccc1)NC1=NCCS1 (centres undefined),-2.6,4,-1.6,0,-1,2,9,0,-7
Cc1cccc(NC(=O)c2ccc3c(c2)C(=O)N(c2ccccn2)C3=O)c1C,-1.5,2,-3.4,6,-6,6,0,-2,1
O=C(Cc1ccc(S(=O)(=O)N2CCOCC2)s1)N1CCN(c2cccc(C(F)(F)F)c2)CC1,-1.7,-4,-3.6,-5,5,-8,6,-5,·
CCc1cc(C(=O)Cc2cnn(-c3ccccc3)c2)c(O)cc1O,-3.5,11,-4.9,1,-4,5,-2,-9,1
CCc1cc2c(=O)nc3n(c2s1)Cc1ccccc1/C3=C(/O)c1ccccc1Cl,-0.4,?,3.1,-2,-8,9,-17,-18,3
Cc1ccc(-c2nc(CS(=O)CC(=O)NC3CCCCC3)c(C)o2)cc1 (centres undefined),-0.8,6,-4.0,-1,0,5,17,-4,1
COCCn1c(=S)[nH]c2cc(C(=O)N3CCCC(C)C3)ccc2c1=O (centres undefined),-4.0,1,-4.0,3,7,4,-7,-13,-1
Cc1cccc(C(=O)Nc2nnc(-c3cccnc3)o2)c1,-1.3,12,-2.1,1,6,4,5,6,0
C[C@H](NS(=O)(=O)c1ccccc1)C(=O)N1CCN(C(c2ccccc2)c2ccccc2)CC1,·,·,·,2,0,·,-7,·,-5
O=C(NCCCN1CCOCC1)c1coc2ccccc2c1=O,-2.5,12,-2.1,1,-2,4,30,-3,1
CS(=O)(=O)N1CCC(C(=O)NCC2CCCO2)CC1 (centres undefined),-3.9,2,-2.5,6,-2,6,22,-9,2
CCCCCc1nnc(NC(=O)Cc2ccc([N+](=O)[O-])cc2)s1,-2.2,19,-2.2,4,-1,9,-1,5,-1
CC1=C(C(=O)OC(C)C)C(/C=C/c2ccccc2)NC(=O)N1 (centres undefined),·,18,·,2,-2,·,-12,-11,1
CC1CCCCN1C(=O)NC1CC(=O)N(c2ccc3c(c2)OCCO3)C1 (centres undefined),·,·,·,2,-4,·,-7,·,-4
Cc1cc(NC(=O)CSc2nnc(C3CC3)n2C)no1,-5.2,-3,-6.2,6,-1,6,10,2,-6
CC(OC(=O)CNC(=O)c1ccc(Cl)c(Cl)c1)C(=O)N1CCOCC1 (centres undefined),·,·,·,2,-3,·,6,·,3
CC(=O)c1cccc(NC(=O)C2CCN(S(=O)(=O)c3c(C)n[nH]c3C)CC2)c1,-2.1,17,2.5,2,3,2,0,-11,-5
COc1ccccc1S(=O)(=O)Cc1ccc(C(=O)NCc2cccnc2)o1,-3.9,1,-4.0,-3,-2,5,-18,-3,4
CN(C)c1ccc(/C=C/C(=O)c2ccccc2)cc1[N+](=O)[O-],1.2,-3,-1.0,2,2,-6,-6,-8,-12
COc1ccc2[nH]c3c(c2c1)CCN1C(=O)N([C@@H](C)C(=O)NCc2ccccc2OC)C(=O)[C@]31C,-3.0,-3,-2.0,1,2,-1,-10,9,-7
CCCC(=O)C1=C(O)C(C(=O)OC)C(C)(C)CC1=NCCc1ccccc1 (centres undefined),-1.1,-8,-1.2,7,-1,-6,-10,1,-11
COc1ccc(C(=O)C2CCN(C(=O)c3ccco3)CC2)cc1,-1.9,-11,-4.5,-1,-1,2,-7,10,-5
O=C(Cn1cnc2cc([N+](=O)[O-])ccc2c1=O)NC(c1ccccc1)c1ccccc1,-3.5,3,-3.7,3,9,-1,16,2,-4

# Reformatted with bars between the fields: part of the list above
mol | VIM-2 inh | SUMO HTRF inh | IMP-1 inh | IDE cell activ | IDE inh | NS3 helicase inh | CRFBP-R2 block | pCIP destab | GalR3 antag
CCc1cc(C(=O)Cc2cnn(-c3ccccc3)c2)c(O)cc1O | -3.5 | 11 | -4.9 | 1 | -4 | 5 | -2 | -9 | 1
CCCCCc1nnc(NC(=O)Cc2ccc([N+](=O)[O-])cc2)s1 | -2.2 | 19 | -2.2 | 4 | -1 | 9 | -1 | 5 | -1
O=C(NCCCN1CCOCC1)c1coc2ccccc2c1=O | -2.5 | 12 | -2.1 | 1 | -2 | 4 | 30 | -3 | 1

# The list continues.
SMILES,VIM-2 inh,SUMO HTRF inh,IMP-1 inh,IDE cell activ,IDE inh,NS3 helicase inh,CRFBP-R2 block,pCIP destab,GalR3 antag
CC(=O)c1ccc(NC(=O)C2(c3ccccc3)CCOCC2)cc1,-2.1,9,-0.9,1,-3,-1,2,3,0
Cc1cc(C)cc(-n2ncc3c2CCCC3NC(=O)CCN2Cc3ccccc3C2=O)c1 (centres undefined),-1.0,-2,-4.1,-5,·,-3,8,0,-5
N#CC1=C2SCN(Cc3ccccc3)CN2C(=O)CC1c1cccs1 (centres undefined),-0.4,24,-2.7,2,2,15,3,4,·
COc1cc(C)nn1-c1ccc(Cl)cc1,1.9,-8,-2.1,2,-1,-1,19,7,1
O=C(Cc1cccs1)NCCc1ccc(F)cc1,-0.6,-2,-2.9,2,2,-2,1,-4,-6
O=C(c1ccc(F)cc1)N1CCN(c2ccc([N+](=O)[O-])c(N3CCOCC3)c2)CC1,1.2,-9,-3.1,3,-2,-3,45,14,-1
COc1ccc(NC(=O)c2ccc(Br)c(S(=O)(=O)N3CCOCC3)c2)cc1,-2.1,7,-2.3,-6,4,-12,1,-20,-5
C=CCn1c(SCC(=O)N2CCCCC2)nc(O)cc1=O,-4.0,-5,-4.6,-4,6,-3,1,5,-5
COc1ccc(N2C(=O)c3cccc4cc(Br)cc(c34)C2=O)cc1,-2.0,21,-2.0,-4,5,3,11,-14,-5
CCCN(CCC)S(=O)(=O)c1ccc(C(=O)N2CCCc3ccccc32)cc1,-3.4,0,2.8,0,2,-2,-27,11,-3
Cc1ccc(C2C(C(=O)c3cc4ccccc4o3)=C(O)C(=O)N2CCN2CCOCC2)o1 (centres undefined),-2.0,8,-0.3,1,2,11,-4,-20,0
Cc1ccc(N=Cc2sc(O)c3ccccc23)c(C)c1,4.0,6,28*,-8,6,13,-58,-20,0
Cc1ccc(NC(=O)c2cc(S(=O)(=O)N3CCOCC3)cn2C)cc1F,-2.0,8,-1.6,-3,0,-1,-9,1,·
CC(=NCC1CCCO1)C1=C(O)CC(C)(C)CC1=O (centres undefined),-3.4,2,-2.5,2,-3,-15,-6,-9,0
